Screens (PubChem BioAssay)
Abeta yeast res – A-beta toxicity reversal in yeast; actives 0.063% (n = 410,000); yeast expressing A-beta42, growth rescue, OD600, 48 h; response scale: 0% DMSO, 100% iron-clioquinol control; Potency, µM (doses to about 46.1 µM), without a hit: at the top dose growth rescue, hits mostly activators; also: potency is read from the fitted curve at half-maximal effect; nearly all actives have a fitted effect of over 55% in size
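Yeast A-beta toxicity model in growth medium with pinned compounds, 48 h at 30 C; growth read as absorbance at 600 nm. Normalized to FeCl3/clioquinol equimolar mix (positive) and DMSO (negative).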
A549 tox – A549 cytotoxicity, counter-screen for Nrf2 inhibitors | A549 ARE-Fluc cells, CellTiter-Fluor viability, 18-24 h | Potency, µM (doses to about 46 µM), for inactives: at the top dose activity change, negative = cytotoxicity, hits mostly inhibitors | actives 0.16% (n = 390,000) | AID 504648; also: potency is read from the fitted curve at half-maximal effect; % is scaled to controls: 0 for no effect and ±100 for the full control effect
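Cytotoxicity counterscreen: CellTiter-Fluor fluorescence was measured in A549 ARE_Fluc cells after 18-24 h of compound exposure in a concentration series. The subsequent BugLite luminescent read reports ARE-luciferase activity.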
Nrf2 block – inhibitors of Nrf2 signaling; A549 ARE-Fluc reporter, luciferase luminescence, 18-24 h; Potency, µM (doses to about 46 µM), without a hit: top-dose activity change, negative = inhibition, most hits filed as inhibitors; actives 2.1% (n = 360,000); AID 504444; also: potency is read from the fitted curve at half-maximal effect; % is scaled to controls: 0 for no effect and ±100 for the full control effect; nearly all actives have a fitted effect of over 60% in size
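A549 ARE_Fluc cells, 5000/well, 5% FBS OPTI-MEM; compounds in dose-response, 18-24 h at 37 °C/5% CO2; CellTiter-Fluor viability read (Ex 405/Em 525), then BugLite luciferase luminescence = Nrf2 activity.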
Nrf2 activator – Nrf2 pathway activation | AREc32 ARE-luciferase reporter (MCF7-derived line), luminescence, 24 h | Potency, µM (series often up to 46.1 µM), inactives show at the top dose activation, most hits filed as activators | actives 0.31% (n = 410,000); also: potency is read from the fitted curve at half-maximal effect; % of control where 0% means no effect; nearly all actives have a fitted effect of over 65% in size
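AREc32_Fluc, 1000 cells/well, OPTI-MEM + 5% FBS, o/n 37 deg C 5% CO2; 23 nL cpd by pin tool, 24 hr; Steady-Glo 30 min RT, luminescence.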
Mm-Cpn inhibitor – blocks the Methanococcus maripaludis chaperonin Mm-Cpn | purified Mm-Cpn ATPase, ADP Transcreener TR-FRET | Potency, µM (top dose mostly 76.9 µM), inactives show top-dose activity, negative = inhibition, hits mostly inhibitors | actives 0.031% (n = 330,000); also: potency is read from the fitted curve at half-maximal effect; % is scaled to controls: 0 for no effect and ±100 for the full control effect; nearly all actives have a fitted effect of over 80% in size
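ATPase read-out: TR-FRET ADP immunoassay (anti-ADP Eu cryptate vs ADP-d2), ex 320 nm, em 590/665 nm; signal drops as ADP forms. Enzyme 25 nM, ATP 10 uM, 30 min at 37°C after 10 min compound preincubation.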
HepG2 viability – kills HepG2 cells in TGF-b inhibitor counter-screen; HepG2 CAGA-GFP viability, ATP luminescence, 18 h; Potency, µM (doses to about 46.1 µM), inactives show at the top dose activity change, negative = cytotoxicity, usual class: cytotoxic; actives 0.76% (n = 410,000); AID 588856; also: potency is read from the fitted curve at half-maximal effect; some results filed as inactive show a strong effect at the top dose
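HepG2 CAGA-GFP cells (1000/well, DMEM with 1% FBS) received compound, then TGF-beta at 500 pg/mL final, and were incubated 18 hours at 37 degrees C. Viability was read by CellTiter-Glo luminescence. Media-only wells were set as complete cell-killing and DMSO as no toxicity.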
TGFb SMAD3 inh – blocks TGF-b signaling; AID 588855; HepG2 CAGA-GFP TGF-b/SMAD3 reporter, GFP fluorescence, 18 h; TGF-beta stimulated, 500 pg/mL final; Potency, µM (titrated, usually from 46.1 µM), without a hit: top-dose activity, negative = inhibition, hits mostly inhibitors; actives 1.2% (n = 410,000); also: potency is read from the fitted curve at half-maximal effect; % is scaled to controls: 0 for no effect and ±100 for the full control effect; nearly all actives have a fitted effect of over 65% in size
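HEPG2 CAGA-GFP cells (1000/well, DMEM with 1% FBS) were pre-incubated 2 h at 37 degrees C, given compound by pin tool, then stimulated with TGF-beta at 500 pg/mL final for 18 h before per-cell GFP fluorescence imaging.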
Akt phos inh – inhibitors of Akt phosphorylation; Neuro2A IGF-stimulated pAkt S473 HTRF, 20 min; active compounds read low; activity change, % for hits at 50 µM; actives 0.32% (n = 360,000); in the data active = activity change below about -80%; inconclusive = mostly about -51% to -80%; also: % is scaled to controls: 0 for no effect and ±100 for the full control effect
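Single-point screen (50 µM final compound) in Neuro2A cells stimulated 20 min with 6 nM IGF at 37 deg C. After lysis, Ser473-phosphorylated Akt read by HTRF (ex 330 nm, em 615/665 nm) as the 665/615 ratio.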
CCT modulator – changes cytosolic chaperonin activity; actives 0.3% (n = 360,000); activity change, % (test concentration not listed), hits read low; purified chaperonin ATPase assay, HTRF ADP detection, 30 min; in the data active = activity change below about -30%; also: % is scaled to controls: 0 for no effect and ±100 for the full control effect
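Nucleotide hydrolysis assay: TRiC at 20–40 nM final (set by batch activity) with 10 uM ATP, 30 min at 37 °C, in presence of 76 uM compound. Detection by competitive ADP HTRF, 30 min ambient.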
Starred values were filed as active, the others as inactive; i = inactive; ? = inconclusive; . = not tested or not shown; [ ] = remark or other dose. Unless noted, calls follow the shape of the dose curve; as a rule, active = well fitted curve in the direction sought with a large enough effect; inconclusive = small, poorly fitted or top-dose-only effect, or another doubt; inactive = no such curve, though single readings can be large; an effect the other way counts as inactive or inconclusive.

SMILES	Abeta yeast res	A549 tox	Nrf2 block	Nrf2 activator	Mm-Cpn inhibitor	HepG2 viability	TGFb SMAD3 inh	Akt phos inh	CCT modulator
CCN(CC(=O)NCc1ccc(Cl)cc1)C(=O)CSCC(=O)Nc1ccc(OC)cc1	1%	-4%	4%	0.1%	-1%	-28%	-15%	i	1.2
O=C(COC(=O)CNC(=O)c1ccco1)Nc1ncc(Cl)cc1Cl	21%	6%	-1%	4.3%	2%	4%	4%	i	-0.3
COc1ccc(N2C(=O)CC(N3CCN(c4ccc(S(=O)(=O)N5CCCC5)cc4)CC3)C2=O)cc1 (stereo not given)	-6%	-4%	-2%	-0.5%	1%	-2%	7%	i	0.9
CCOc1cc(CNc2cccc3[nH]c(C)nc23)ccc1OC	6%	-5%	-9%	1.4%	-1%	-9%	-12%	i	0.3
COc1ccc(/C=N/NC(=O)c2nc(Cl)c(Cl)c(N)c2Cl)cc1COc1ccccc1F	11%	5%	.	2.1%	-21%	-17%	-1%	i	1.4
CCCc1ccc(C(=O)NNc2cc(Cl)ccc2Cl)cc1	7%	8%	4%	-0.1%	1%	-25%	-2%	i	-1.3
CCOC(=O)CNC(=S)N(Cc1ccc(C)cc1)Cc1ccc(C)o1	2%	7%	-5%	3.3%	-1%	-12%	-18%	i	-0.8
Cc1ccc(C)c(NC(=O)C2CCCC2)c1	-5%	0%	20%	-0.9%	.	-5%	-16%	i	-1.4
COc1ccc(C(=O)c2c3ccc([N+](=O)[O-])cc3[n+]([O-])n2CCCN)cc1	-21%	?	?	?	-2%	-26%	8.9µM*	i	-2.2
CC(C)(c1ccccc1)c1ccc(OCCCN2CCNCC2)cc1	-47%[inhibitor]	-2%	8%	4.7%	-7%	22µM*	0%	i	-1.9
COc1ccc(-c2noc(-c3ccc(NCc4ccco4)c([N+](=O)[O-])c3)n2)cc1	-5%	-2%	29%	0.0%	.	2%	-11%	.	.
CCc1ccc(NC(=O)CS(=O)CC(=O)NC(C)CCc2ccco2)cc1 (stereo not given)	14%	-3%	1%	0.0%	-8%	-40%	?	i	-2.4
Cc1cccc(OCc2nnc(SC(C)C(=O)O)n2Cc2ccccc2)c1 (stereo not given)	6%	-12%	-1%	-1.1%	-4%	5%	9%	i	-2.1
CC1CCCN(S(=O)(=O)c2ccc(-c3ccc(=O)[nH]n3)o2)C1 (stereo not given)	-8%	-2%	1%	0.4%	0%	-1%	3%	i	1.6
Cn1cc(/C=C(\NC(=O)c2ccccc2)C(=O)NCCCN2CCOCC2)c2ccccc21	7%	1%	?	3.9%	1%	-3%	-1%	i	1.6
CC(Sc1ccc(Cl)cc1)C(=O)Nc1ccccc1C(=O)N1CCOCC1 (stereo not given)	15%	-3%	4%	0.2%	1%	-14%	-2%	i	-1.3
O=C(NCCN1CCOCC1)c1c[nH]c2ccc(S(=O)(=O)N3CCOCC3)cc2c1=O	9%	7%	1%	0.0%	1%	4%	-11%	i	-2.3
Cc1cc(C(=O)N/N=C/c2ccc(-c3ccc([N+](=O)[O-])cc3Cl)o2)n[nH]1	12%	-25%	?	3.0%	2%	-2%	-17%	i	-2.2
Cn1c(=O)[nH]c(=O)c2c1nc(N1CCNCC1)n2CCOc1ccccc1	9%	-6%	-1%	-0.6%	.	0%	1%	i	0.6
CCn1ccnc1CN(C)C(=O)c1cc(COc2ccc(Cl)cc2OC)on1	7%	7%	-12%	0.2%	-2%	-5%	-21%	i	0.3
FC(F)(F)c1ccc(C2[C@H]3CN(Cc4cccnc4)[C@H](c4ccccc4)C34CC2(c2ccccc2)C4)cc1 (stereo not given in full)	1%	-10%	?	1.0%	0%	-16%	-25%	i	-0.1
CCOc1cc2[nH]c(=O)n(CCC(=O)N3CCN(c4ccccc4)CC3)c(=O)c2cc1OCC	19%	2%	.	0.4%	.	8%	3%	.	.
O=C(CCNS(=O)(=O)c1ccc(Br)cc1)NC1CCCCC1	-3%	-2%	-8%	-0.9%	-2%	-2%	-3%	i	0.8
COCCCNC(=O)N1[C@H](c2cccs2)[C@@H](C)C(=O)[C@@H](C)[C@@H]1c1cccs1	-6%	-1%	9%	0.3%	.	-19%	-7%	.	.
CCc1ccc2[nH]c(=O)c(CN(Cc3cccnc3)Cc3nnnn3Cc3ccccc3)cc2c1	.	?	?	.	.	-7%	-13%	.	.
CCOc1ccc(-c2cc(C(=O)N3CCN(C)CC3)c3ccccc3n2)cc1	3%	-1%	1%	0.6%	-1%	-9%	-4%	i	1.5
Nc1ccc[n+](CC(=O)c2ccccc2)c1	-14%	-7%	?	0.0%	-1%	5%	1%	i	-0.8
O=C(CSc1ccccn1)N1CCCC(Nc2ccccc2)C1 (stereo not given)	14%	1%	0%	-1.4%	-2%	5%	9%	i	3.6
COc1ccc(-c2nc(SCC(=O)Nc3c(C)cc(C)cc3C)n[nH]2)cc1	-3%	-16%	.	3.9%	.	-14%	-18%	.	.
COc1ccc(Br)cc1CN1CCCCCCC1	-8%	7%	-5%	-0.4%	-2%	-1%	12%	i	-2.0
CCOC(=O)[C@@H]1[C@H]2COc3cc(OC)ccc3[C@@H]2N2C(=O)N(c3ccc(C)cc3)C(=O)[C@@]12C	1%	-1%	-3%	0.9%	-2%	-24%	9%	i	-2.5
CCS(=O)(=O)N1CCN(c2c(Cl)cccc2[N+](=O)[O-])CC1	6%	1%	-4%	0.2%	0%	-3%	1%	i	0.9
O=C(CNc1ccccc1)N/N=C/c1ccc([N+](=O)[O-])cc1	9%	-11%	-6%	3.3%	2%	5%	-1%	i	-1.9
O=c1[nH]c(/C=C\c2cccc(Cl)c2)nc(O)c1[N+](=O)[O-]	-10%	-2%	5%	-0.1%	-1%	3%	7%	i	-3.7
Cc1ccccc1CC(=O)N1CCCC(CCC(=O)N2CCN(c3ccccn3)CC2)C1 (stereo not given)	6%	-2%	?	0.0%	-1%	-5%	-12%	i	1.9
COc1cc(OC)c(C(=O)OCC(=O)c2cc(C)n(CC3CCCO3)c2C)cc1OC (stereo not given)	-10%	6%	1%	0.6%	-2%	-17%	4%	i	-4.9
CCCCC[C@H](O)/C=C/[C@@H]1[C@@H](C/C=C\CCCC(=O)O)[C@@H](O)C[C@H]1O	-16%	-2%	1%	0.6%	1%	-25%	-6%	i	0.2
Cc1ccc2nc(C)cc(N/N=C/c3cccnc3)c2c1	-7%	0%	4%	0.6%	0%	2%	-4%	i	-2.5

An excerpt of these results, with two lines to a compound:
Results follow in this order: Abeta yeast res | A549 tox | Nrf2 block | Nrf2 activator | Mm-Cpn inhibitor | HepG2 viability | TGFb SMAD3 inh | Akt phos inh | CCT modulator
> COc1ccc(-c2nc(SCC(=O)Nc3c(C)cc(C)cc3C)n[nH]2)cc1
 : -3% | -16% | . | 3.9% | . | -14% | -18% | . | .
> COc1ccc(Br)cc1CN1CCCCCCC1
 : -8% | 7% | -5% | -0.4% | -2% | -1% | 12% | i | -2.0
> CCOC(=O)[C@@H]1[C@H]2COc3cc(OC)ccc3[C@@H]2N2C(=O)N(c3ccc(C)cc3)C(=O)[C@@]12C
 : 1% | -1% | -3% | 0.9% | -2% | -24% | 9% | i | -2.5
> CCS(=O)(=O)N1CCN(c2c(Cl)cccc2[N+](=O)[O-])CC1
 : 6% | 1% | -4% | 0.2% | 0% | -3% | 1% | i | 0.9
> O=C(CNc1ccccc1)N/N=C/c1ccc([N+](=O)[O-])cc1
 : 9% | -11% | -6% | 3.3% | 2% | 5% | -1% | i | -1.9

Entries of single compounds, looked up by structure. Screens in order: Abeta yeast res, A549 tox, Nrf2 block, Nrf2 activator, Mm-Cpn inhibitor, HepG2 viability, TGFb SMAD3 inh, Akt phos inh, CCT modulator
Listed for O=C(NCCN1CCOCC1)c1c[nH]c2ccc(S(=O)(=O)N3CCOCC3)cc2c1=O : 9%, 7%, 1%, 0.0%, 1%, 4%, -11%, i, -2.3
Listed for COc1ccc(C(=O)c2c3ccc([N+](=O)[O-])cc3[n+]([O-])n2CCCN)cc1 : -21%, ?, ?, ?, -2%, -26%, 8.9µM*, i, -2.2
Listed for CCN(CC(=O)NCc1ccc(Cl)cc1)C(=O)CSCC(=O)Nc1ccc(OC)cc1 : 1%, -4%, 4%, 0.1%, -1%, -28%, -15%, i, 1.2
